Statin myotox sup = suppressors of statin myotoxicity in C2C12 myotubes, primary screen, cell-based, single point, plate reader. rescue of ATP level, % at 7.49 µM. C2C12 myotubes + simvastatin, ATP luminescence, 48 h; scaled: DMSO 0, geranylgeraniol control 100. AID 602340, 2012. 330,000 tested, 0.78% active;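 active = mean ATP rescue above about 67%, or every replicate alone reaching that limit, limit read from the data, passing the limit was not always enough; inconclusive = no clear call, values can overlap the other calls; inactive = mean under the limit and some replicate under it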;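 note: myotubes were challenged with 10 µM simvastatin during compound exposure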
esBAF inh = Bmi1 luciferase reporter increase in mESCs, primary screen, esBAF inhibitor project, mouse ES cells, Bmi1 luciferase knock-in, single point; 24 h; 100% = twice the neutral-well signal; reporter increase, % at 12.5 µM; 350,000 tested, 2% active; in the data active = activation above about 40%; inconclusive = no clear call, values can overlap the other calls;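 note: 0% = median of the plate's neutral control wells and 100% = double that signal; a rise in the Bmi1 reporter signal indicates esBAF inhibition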
Active calls of the source: *; ? = inconclusive.

SMILES	Statin myotox sup	esBAF inh
CC(C)c1ncc(C(O)c2cccc3ccccc23)n1C (centres undefined)	-12	6
Cc1ccc(C(=O)C(C(=O)/C=C/c2ccccc2)=C2SCCCS2)cc1	113*	-5
CC(C)Cn1c(CCC(=O)O)ccc1-c1cccs1	-12	5
N=c1c2c3c(sc2nc2n1CCCCC2)CCCCC3	-11	48*
Nc1nc2ccccc2n1CCOc1ccccc1Cl	11	-4
CO[C@@H]1CN(C)C(=O)c2ccc(NC(=O)c3ccno3)cc2OC[C@H](C)N(C(=O)C2CCC2)C[C@@H]1C	0	-3
Nc1nonc1-c1noc(N2CCCCC2)n1	0	17
O=c1[nH]cnc2c1C(c1ccc(Cl)cc1)c1c(nc[nH]c1=O)O2	-13	-4
CC(=O)c1c(C(C)=O)c(C)n(C2CCCCC2)c1C	0	0
Cc1cc(C)n2nc(C(=O)NCc3ccccc3)nc2n1	-2	-3
Cc1cccc(-n2c(SCC(=O)Nc3nnc(C)s3)nnc2-c2ccoc2C)c1	22	-2
COc1ccc(N2CCN(C(c3cccs3)c3nnnn3C3CCCC3)CC2)cc1 (centres undefined)	5	-2
Cc1cc(NCCN2CCOCC2)n2nc(C)c(-c3ccc(Cl)cc3)c2n1	-77	-6
C=CCNc1nc(C)c(C(C)=O)cc1C#N	62	-3
O=C(O)C1CSC(CCc2ccccc2)N1 (centres undefined)	-2	-3
O=S(=O)(c1cccc(-c2nnc(SC(F)F)n2-c2ccccc2)c1)N1CCCCC1	5	-1
Cc1ccc(NC(=O)C2CCCN2S(=O)(=O)c2ccc(F)cc2)c(C)c1 (centres undefined)	-1	-7
CC(C)C(OC(=O)c1ccco1)C(=O)NCc1ccco1 (centres undefined)	7	-7
Cc1cccc(CN2CCN(CC(=O)NCCCN3CCCC3=O)C2=O)c1	5	-12
CC(C)Cn1c2c(c(O)c(C(=O)Nc3ncccc3O)c1=O)CCCC2	9	-3
CCCOC(=O)NC1CCS(=O)(=O)C1 (centres undefined)	-3	-6
CC(C)Cc1nnc(NS(C)(=O)=O)s1	4	2
COC(=O)Cn1cc(C(=O)c2cccs2)c2ccccc21	1	-2
O=C(Nc1ccc(N2CCOCC2)cc1)c1cc2ccccc2o1	-31	46*
O=C(CN1C2=NCCN2c2ccccc21)c1ccc2c(c1)OCO2	-13	2

(list continues)
SMILES	Statin myotox sup	esBAF inh
CC(=O)N1CCC2(CC1)C(C#N)=C(N)Oc1n[nH]c(C(F)(F)F)c12	4	5
CC(=O)c1cc2c(cc1NC(=O)CCc1ccccc1)OCO2	-1	9
O=c1nc2s/c(=C\c3ccco3)c(=O)n2nc1Cc1ccccc1	15	11
C=CCn1c(CCNC(=O)c2cccs2)nnc1SCC(=O)c1ccc(Br)cc1	7	-5
Cc1cc(Nc2cnc3ccccc3n2)n(-c2ccccc2)n1	31	5
Cn1c(=O)c2c(nc(Br)n2CCc2ccccc2)n(C)c1=O	-20	3
O=C(COc1ccc(Cl)cc1)NCCSCc1cccc(Cl)c1	6	-8
CCOc1ccc2nc(N(CCN(C)C)C(=O)c3cc4ccccc4cc3OC)sc2c1	13	5
COC(=O)c1ccc(Oc2c(C)oc3c(CN4CCN(C)CC4)c(O)ccc3c2=O)cc1	9	4
O=C(CN(C(=O)Cn1nnc(-c2cccs2)n1)c1cnc2ccccc2c1)NCC1CCCO1 (centres undefined)	10	5
COc1cc(CN(C)CCc2ccccc2)ccc1OCc1ccccc1	-19	-2
COc1ccc(N=C2S/C(=C\c3ccc(C)o3)C(=O)N2CC(C)C)cc1	-17	-3
Cc1ccc(CN2CCN(CC(=O)NCc3ccc(Cl)cc3)C2=O)cc1	-14	1
Cc1ccc(N2C(N)=NC(N)=NC2(C)C)c(C)c1	110*	2
COC(=O)C(C)C1Sc2ccccc2NC1=O (centres undefined)	-13	-12
O=S(=O)(c1ccccc1C(F)(F)F)N1CCOCC1	-3	-4
CC[C@@H](C(=O)n1nc(C)cc1C)[C@H](NS(=O)(=O)c1ccc(C)cc1)c1ccccc1	4	5
COc1ccc(NC(=O)c2c(-c3ccccc3Cl)noc2C)c(OC)c1	5	6
CC(C)C(OC(=O)c1cccs1)C(=O)NCc1ccco1 (centres undefined)	1	0
COc1cc(S(=O)(=O)NCCc2ccc3c(c2)OCO3)ccc1-n1cnnn1	13	0
COc1ccc(N2CCN(C(c3ccccc3)c3nnnn3Cc3ccc(F)cc3)CC2)cc1 (centres undefined)	27	8
COc1ccc(C(CNC(=O)c2ccc(OCC3CCCO3)cc2)N2CCOCC2)cc1 (centres undefined)	-4	-4
Cc1ccc(SCc2c(-c3ccccc3)nn(C)c2Cl)cc1	-13	-3
Cc1c(Cl)cccc1NC(=O)c1cccc(NC(=O)CCC(=O)O)c1	4	5
O=C(NCc1ccc(Cl)c(Cl)c1)c1ccco1	3	-1

(more compounds)
SMILES	Statin myotox sup	esBAF inh
CSc1nc2ccccc2n1CC(=O)Nc1c(C)n(C)n(-c2ccccc2)c1=O	7	4
O=C(c1ccc(-c2ccccc2)cc1)N1CCN(Cc2ccccn2)CC1	8	-1
S=C(Nc1cccc(Cl)c1)NC1CCCCC1	-1	-5
O=C(Nc1ccccc1)N(CCc1nc2ccccc2[nH]1)C1CCCC1	0	14
COc1ccc2c(-c3ccccc3)cc(N3CCOCC3)nc2c1	9	0
Cc1cc(C)n(CC(=O)NCc2cc(-c3nn(C)c(=O)c4ccccc34)ccc2C)n1	13	10
CC1CCCCN1C(=O)Cn1c(=O)oc2ccccc21 (centres undefined)	9	9
N#Cc1c(C#N)c(-c2ccccc2)n(-c2ccc(C(=O)O)cc2)c1N	-9	-3
COc1ccc(N/N=C2/CCCCC2=O)cc1	9	10
CCC(CC)c1nnc(NC(=O)C2COc3ccccc3O2)s1 (centres undefined)	12	11
COC(=O)c1cc(NC(=O)C2COc3ccccc3O2)cc(C(=O)OC)c1 (centres undefined)	-3	-3
NC(=O)C1c2ccccc2CSc2ccccc21 (centres undefined)	8	-9
O=C1N=C(N2CCCC2)S/C1=C\c1cccc(Br)c1	33	37
C=CCn1c(SCc2cc(C(=O)OC)c(C)o2)nnc1-c1ccncc1	7	7
Cc1ccc(NC(=O)c2ccc(CSc3nnc(C)s3)cc2)c(C)c1	9	?
O=C(O)c1ccc2c(c1)ncn2C1CCCCCC1	38	-9
Cc1cc(C)n(-c2cc(N3CCN(S(=O)(=O)c4ccc5ccccc5c4)CC3)ccc2[N+](=O)[O-])n1	37	-4
CC(CN1CCCCC1)OC(=O)c1cc2ccccc2o1 (centres undefined)	1	-11
O=C(NCC(=O)N(c1cccnc1)C(C(=O)NC1CCCC1)c1ccccc1F)c1ccco1 (centres undefined)	4	-3
Cn1cnnc1SCc1ccc(C#N)cc1	1	-8
COc1cc(-c2nc(C(=O)NC3CCN(Cc4ccccc4)CC3)cc3c2[nH]c2ccccc23)cc(OC)c1OC	8	-8
CCCCCC#CCN1CCN(C23CC4CC(CC(C4)C2)C3)CC1	18	9
COCn1c(-c2ccc(OC)c(OC)c2)nc2ccccc21	-2	47*
CCOC(=O)C12CNC(=O)C(C(=O)OCC)(CNC1=O)C2	11	-6
O=c1[nH]c2ccccc2c(=O)n1Cc1ccco1	12	-7

Full records, quoted from the list. Order of screens: Statin myotox sup | esBAF inh
O=C1N=C(N2CCCC2)S/C1=C\c1cccc(Br)c1 is listed with 33 | 37
CCCCCC#CCN1CCN(C23CC4CC(CC(C4)C2)C3)CC1 is listed with 18 | 9

The listing picks up; the 6 compounds before the break are reprinted first.
SMILES	Statin myotox sup	esBAF inh
Cn1cnnc1SCc1ccc(C#N)cc1	1	-8
COc1cc(-c2nc(C(=O)NC3CCN(Cc4ccccc4)CC3)cc3c2[nH]c2ccccc23)cc(OC)c1OC	8	-8
CCCCCC#CCN1CCN(C23CC4CC(CC(C4)C2)C3)CC1	18	9
COCn1c(-c2ccc(OC)c(OC)c2)nc2ccccc21	-2	47*
CCOC(=O)C12CNC(=O)C(C(=O)OCC)(CNC1=O)C2	11	-6
O=c1[nH]c2ccccc2c(=O)n1Cc1ccco1	12	-7
CCCS(=O)(=O)NC(=O)C1(C)CCN(C(=O)c2ccc3ccccc3n2)C1 (centres undefined)	10	-2
Cc1cc(Oc2ccc(-c3ccccc3)cc2)nc(N2CCOCC2)n1	1	0
COc1ccc(-n2nc3c(N4CCC(C(=O)NC5CCCCC5)CC4)nnc(C)c3c2C)cc1	-9	1
COC(=O)C1=C(C(=O)c2ccccc2)C(c2ccc(OC)c(OC)c2)Nc2nnnn21 (centres undefined)	35	-3
O=C(N/N=C/c1c[nH]c2ccccc12)c1ccc([N+](=O)[O-])cc1Cl	4	7
CC(C)N=C(NC#N)SCc1ccc(F)cc1	3	6
O=C(O)C1Nc2ccc(Br)cc2C2C=CCC12 (centres undefined)	-10	-3
O=C(c1ccc(-c2ccccc2)cc1)N1CCCC1	2	15
COc1ccc(OCCC(=O)OCC(=O)NCc2ccco2)cc1	6	1
Clc1cccc(-c2cc3nc4c(c(NCc5ccco5)n3n2)CCCC4)c1	-103	44*
CCOC(=O)C1CCN(C(=O)Cc2c(C(=O)O)n(C)c3ccccc23)CC1	-12	1
COc1ccc(CCNC(=O)CSc2nc3c(c(=O)n(C)c(=O)n3C)n2C)cc1OC	4	6
COCCCNC(=O)c1cn(C)c(=O)c2cc(OC)c(OC)cc12	-14	-9
CCOc1cccc(OCCCCN2CCOCC2)c1	-12	0
COCCn1nnnc1CN(Cc1cccnc1)Cc1cc2cc(OC)ccc2[nH]c1=O	3	-1
CNc1oc(/C=C/c2cccc(OC)c2)nc1C#N	19	?
Cc1ccc(-c2cc(C(F)(F)F)n3ncc(C(=O)O)c3n2)cc1	-2	-7
CCOC(=O)COc1ccc(C2NC(C(=O)O)CS2)cc1 (centres undefined)	3	-3
COc1ccccc1C(=O)N/C(N)=N/c1nc2ccccc2o1	-17	51*
N#Cc1c(SCC(=O)O)nc(N2CCCCC2)c2c1CCCC2	-8	-5
COc1ccc(-c2noc(CSc3nc(-c4ccccc4)cc(=O)[nH]3)n2)cc1OC	-12	-7
CSc1nsc(SC)c1C(=O)N1CCN(S(=O)(=O)c2ccc(C)cc2)C1C(C)C (centres undefined)	42	11
O=C(CN1C(=O)c2cccc3cccc1c23)N1CCN(c2cccc(Cl)c2)CC1	-76	-9
CC(C)NC(=O)c1ccccc1S(=O)c1ccccc1C#N (centres undefined)	-6	-9
Cc1ccc(S(=O)(=O)N2CCN(S(=O)(=O)c3ccc4c(c3)OCCO4)CC2)cc1	4	-6

Structures listed so far containing a CF3 group, in the order listed:
SMILES	Statin myotox sup	esBAF inh
CC(=O)N1CCC2(CC1)C(C#N)=C(N)Oc1n[nH]c(C(F)(F)F)c12	4	5
O=S(=O)(c1ccccc1C(F)(F)F)N1CCOCC1	-3	-4
Cc1ccc(-c2cc(C(F)(F)F)n3ncc(C(=O)O)c3n2)cc1	-2	-7

(more compounds)
SMILES	Statin myotox sup	esBAF inh
CC(C)N1CCC(=NNC(=O)c2ccc(Br)o2)CC1	7	-4
CCOC(=O)c1c(C)nc2ccccc2c1C	-4	0
COc1ccc(-n2c(C)n[nH]c2=O)cc1	4	-1
Cc1ccc(-n2c(SCC(=O)Nc3ccc4cn[nH]c4c3)nnc2-c2ccco2)cc1	14	1
O=C(Nc1ccc(-c2cn3ccccc3n2)cc1)c1ccc(Cl)cc1	2	6
O=c1c2c(-c3ccco3)csc2nc(SCc2cn3cccnc3n2)n1-c1ccccc1	50	-14
Cc1ccc(Nc2nc(=O)[nH]nc2C)cc1	19	2
CCCCNCC(=O)Nc1sc(C)c(C)c1C(=O)OCC	-10	-4
CCCOc1ccc(-c2nnn(CC(=O)c3c[nH]c4ccccc34)n2)cc1	20	4
Cc1ccc(NC(=O)CCN2CCN(C/C=C/c3ccccc3)CC2)cc1	5	1
CCc1nccn1S(=O)(=O)c1ccc2ccc(C)cc2c1	4	-9
CCn1c(Cn2nnc(-c3ccccc3)n2)nnc1SCc1ccc(Cl)c(Cl)c1	-28	-13
O=C(CN1CCN(S(=O)(=O)c2ccccc2)CC1)Nc1ccc2c(c1)OCO2	-16	-10
CCC1CCCCN1CCNC(=O)CNS(=O)(=O)c1ccc2nc(C)sc2c1 (centres undefined)	-7	1
CC(C)[C@H](NS(=O)(=O)c1ccccc1)C(=O)OCn1nnc2ccccc2c1=O	11	-3
CCC(C)NC(=O)C1CCN(S(=O)(=O)c2cccnc2)CC1 (centres undefined)	15	-9
Cn1c(=O)oc2cc(S(=O)(=O)NCCN3CCCCCC3)ccc21	-1	-1

Screening results as filed in PubChem.

A portion of the library; count on the stated rates, not on these rows.
